Screening results: PubChem BioAssay, The Scripps Research Institute Molecular Screening Center
MITF inh: blocks human microphthalmia-associated transcription factor; inhibition, % at 2.6 µM; 0.91% of 650,000 active; O75030; AlphaScreen MITF homodimerization, bead proximity signal; in the data active = inhibition above about 50%;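 note: 0% = vehicle wells with protein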
TEAD-YAP block: TEAD-YAP interaction inhibition; HEK-TIYL cells, TEAD-Gal4/YAP UAS-luciferase luminescence; inhibition, % at 9.12 µM; 1.4% of 640,000 active; in the data active = inhibition above about 32%;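 note: 0% = median of test compound wells and 100% = reference inhibitor wells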
FBW7 activator: activators of human E3 ligase FBW7. AlphaScreen FBW7–phospho-cyclin E peptide binding, activator screen. Q969H0. normalized activity (activation), % at 26.1 µM. 0.13% of 650,000 active; in the data active = normalized activity above about 1.9%;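 note: purified mutant Fbw7 with reduced substrate affinity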
Target sequence (Q969H0 whole entry, looked up): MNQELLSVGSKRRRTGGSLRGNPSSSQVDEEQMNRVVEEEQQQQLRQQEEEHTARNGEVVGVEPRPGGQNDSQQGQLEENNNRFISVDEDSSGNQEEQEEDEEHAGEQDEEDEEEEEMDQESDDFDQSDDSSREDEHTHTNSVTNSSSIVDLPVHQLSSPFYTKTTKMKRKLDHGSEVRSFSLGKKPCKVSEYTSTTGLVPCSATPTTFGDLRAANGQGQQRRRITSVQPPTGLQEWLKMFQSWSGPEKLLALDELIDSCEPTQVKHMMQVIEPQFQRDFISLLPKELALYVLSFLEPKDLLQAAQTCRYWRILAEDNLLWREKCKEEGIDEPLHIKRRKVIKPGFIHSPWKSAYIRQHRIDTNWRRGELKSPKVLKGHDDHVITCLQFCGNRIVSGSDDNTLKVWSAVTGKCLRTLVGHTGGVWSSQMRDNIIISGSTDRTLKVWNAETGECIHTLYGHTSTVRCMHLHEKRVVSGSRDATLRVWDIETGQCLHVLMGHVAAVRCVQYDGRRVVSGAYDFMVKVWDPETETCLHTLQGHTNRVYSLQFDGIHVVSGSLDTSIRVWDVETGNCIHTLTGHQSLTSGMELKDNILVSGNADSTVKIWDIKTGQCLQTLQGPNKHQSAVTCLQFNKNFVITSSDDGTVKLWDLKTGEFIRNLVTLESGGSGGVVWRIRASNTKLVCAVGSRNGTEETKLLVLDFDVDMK
GPR151 ag: activates the human receptor GPR151; Q8TDV0; PathHunter beta-arrestin GPR151 cells, luminescence; activation, % at 11.2 µM; 1% of 650,000 active; AID 1508602; in the data active = activation above about 4.9%;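 note: 0% = median of compound wells and 100% = cells with positive control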
Target sequence (Q8TDV0 whole entry, looked up): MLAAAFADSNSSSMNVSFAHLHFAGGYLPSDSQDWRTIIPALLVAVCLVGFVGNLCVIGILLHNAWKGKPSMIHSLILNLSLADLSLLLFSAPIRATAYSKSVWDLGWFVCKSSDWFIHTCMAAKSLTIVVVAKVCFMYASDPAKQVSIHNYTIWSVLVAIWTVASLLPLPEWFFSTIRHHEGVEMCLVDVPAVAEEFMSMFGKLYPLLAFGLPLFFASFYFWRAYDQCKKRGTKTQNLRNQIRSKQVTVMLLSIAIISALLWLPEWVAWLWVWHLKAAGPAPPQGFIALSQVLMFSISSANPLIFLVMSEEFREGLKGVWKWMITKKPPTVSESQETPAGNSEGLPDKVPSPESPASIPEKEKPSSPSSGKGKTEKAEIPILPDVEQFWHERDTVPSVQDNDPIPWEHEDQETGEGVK
An asterisk follows results filed as active. Outcome played no part in choosing rows, and some 3.4% of all compounds hit somewhere here.

CCOC(=O)c1[nH]c(C)c(C(=O)Nc2cccc(OC)c2)c1C was read as MITF inh 14.5, TEAD-YAP block -2.5, FBW7 activator 0.0 and GPR151 ag 1.0.
CCCSc1nc2[nH]ncc2c(=O)[nH]1 was read as MITF inh 7.0, TEAD-YAP block -0.5, FBW7 activator 0.0 and GPR151 ag 0.4.
Screening CC1=C(C(=O)Nc2ccc(C)cc2C)C(c2ccc(F)cc2)NC(=S)N1 (stereo not given) returned MITF inh 2.9, TEAD-YAP block 18.2, FBW7 activator -0.1 and GPR151 ag -0.2.
`COc1ccc(/C=C2/C(=O)OCc3cc(OC)c(OC)cc32)cc1` gave MITF inh 6.3, TEAD-YAP block 45.4*, FBW7 activator 0.2 and GPR151 ag 0.9.
CCN(CC)C(=O)N1CCC(NC(=O)C23CC4CC(CC(C4)C2)C3)CC1 was read as MITF inh 10.6, TEAD-YAP block 13.1, FBW7 activator 0.2 and GPR151 ag -0.7.
For COC(=O)C(Sc1c(C)n(C)n(-c2ccccc2)c1=O)(C(F)(F)F)C(F)(F)F the results were MITF inh 1.4, TEAD-YAP block 18.1, FBW7 activator -0.2 and GPR151 ag 1.8.
Screening O=C(NCc1ccccc1)c1cc(Sc2ccc(F)cc2)nc2ccccc12 returned MITF inh 8.2, TEAD-YAP block 3.6, FBW7 activator 0.1 and GPR151 ag 2.0.
COc1ccc(-c2cc(C(=O)Nc3ccccc3SC)no2)cc1OC was read as MITF inh 7.6, TEAD-YAP block 6.2, FBW7 activator 0.0 and GPR151 ag -1.0.
`CC(C)N1C(=O)S/C(=C/c2ccc(N(C)C)c(Br)c2)C1=O` gave MITF inh 8.6, TEAD-YAP block -8.1, FBW7 activator 0.3 and GPR151 ag 2.5.
CCN(Cc1cnn(C)c1)C(=O)Cn1nnnc1CN1C[C@@H](C)O[C@@H](C)C1 was read as MITF inh -1.5, TEAD-YAP block 1.2, FBW7 activator 0.2 and GPR151 ag 2.6.
For Cc1ccc(CNC(=O)c2cc3c(=O)[nH]c4ccccc4c3n2C)o1 the results were MITF inh -4.9, TEAD-YAP block 18.3, FBW7 activator -0.3 and GPR151 ag 0.7.
Cc1cccnc1CNC(=O)CC1C(=O)NCCN1Cc1c(F)cccc1Cl (stereo not given) was read as MITF inh -4.4, TEAD-YAP block 4.2, FBW7 activator 0.0 and GPR151 ag 2.3.
`Cc1cccc(N(C(=O)c2ccc(-n3cnnn3)cc2)C2(C(=O)Nc3ccccc3C)CCCCC2)c1` gave MITF inh 3.6, TEAD-YAP block 11.2, FBW7 activator 0.0 and GPR151 ag -0.8.
`O=C(COc1ccc(Cl)cc1)N1CCCCCC1` gave MITF inh 22.1, TEAD-YAP block -36.6, FBW7 activator 0.6 and GPR151 ag 0.3.
`COC(=O)COc1ccc(Cl)cc1C=O` gave MITF inh 6.5, TEAD-YAP block 0.0, FBW7 activator 0.4 and GPR151 ag -0.3.

Next section, starting with the last 3 of the part before.
`Cc1cccc(N(C(=O)c2ccc(-n3cnnn3)cc2)C2(C(=O)Nc3ccccc3C)CCCCC2)c1` gave MITF inh 3.6, TEAD-YAP block 11.2, FBW7 activator 0.0 and GPR151 ag -0.8.
`O=C(COc1ccc(Cl)cc1)N1CCCCCC1` gave MITF inh 22.1, TEAD-YAP block -36.6, FBW7 activator 0.6 and GPR151 ag 0.3.
`COC(=O)COc1ccc(Cl)cc1C=O` gave MITF inh 6.5, TEAD-YAP block 0.0, FBW7 activator 0.4 and GPR151 ag -0.3.
`CC(C)c1ccc(NC(=O)CSc2nc3ccccc3s2)cc1` gave MITF inh 18.4, TEAD-YAP block 7.5, FBW7 activator 0.0 and GPR151 ag -1.3.
`COc1cc(CNC(=O)c2c(C)nc3ccccn23)cc(OC)c1OC` gave MITF inh 1.0, TEAD-YAP block 12.1, FBW7 activator -0.3 and GPR151 ag -0.4.
Screening CCN(CC)S(=O)(=O)c1ccc(N/N=C/c2ccc(O)cc2O)nc1 returned MITF inh 40.9, TEAD-YAP block 59.4*, FBW7 activator -0.3 and GPR151 ag -0.5.
Screening CCOCCOC(=O)C1=C(C)NC2=C(C(=O)CCC2)C1c1ccc(OC)c(O)c1 (stereo not given) returned MITF inh -10.3, TEAD-YAP block -3.9, FBW7 activator 0.0 and GPR151 ag -1.9.
Screening CC(=O)c1ccc(NC(=O)C2CC3CCCC(C2)C3=O)cc1 (stereo not given) returned MITF inh 13.3, TEAD-YAP block -4.6, FBW7 activator 0.0 and GPR151 ag 0.2.
CC(=O)NC(CC(C)C)c1nnc2n1CCN(C(=O)CCOc1ccccc1)CC2 (stereo not given) was read as MITF inh -1.9, TEAD-YAP block -4.0, FBW7 activator 0.2 and GPR151 ag 2.3.
For O=C(NCC1CCCO1)c1cnc(N2CCN(c3ncccn3)CC2)c2ccccc12 (stereo not given) the results were MITF inh -15.5, TEAD-YAP block -4.6, FBW7 activator -0.1 and GPR151 ag -0.7.
O=C(NCc1cccs1)c1nc2c(nnn2Cc2cccc(Cl)c2)c(=O)[nH]1 was read as MITF inh 1.7, TEAD-YAP block 10.0, FBW7 activator 0.1 and GPR151 ag -0.3.
`O=S(=O)(c1ccc(C2=CSC3=NCCN23)cc1)N1CCCCC1` gave MITF inh -2.6, TEAD-YAP block -8.7, FBW7 activator -0.1 and GPR151 ag -0.7.
For C/C(CC(=O)Nc1ccc(Br)cc1)=N\NC(=O)c1cccnc1 the results were MITF inh 9.0, TEAD-YAP block 1.7, FBW7 activator 0.0 and GPR151 ag -1.0.
For Cn1ccsc1=NC(=O)C1CC1C(=O)O (stereo not given) the results were MITF inh 12.3, TEAD-YAP block 4.5, FBW7 activator 0.1 and GPR151 ag -0.5.
`CC(=O)Nc1cc(-c2nc3ncccc3o2)ccc1C` gave MITF inh 15.3, TEAD-YAP block -7.1, FBW7 activator 1.0 and GPR151 ag -0.2.
O=C(NCc1cccnc1)C1CCNCC1 was read as MITF inh 15.3, TEAD-YAP block -4.5, FBW7 activator 0.0 and GPR151 ag -0.5.
Screening O=C(O)CCC1(C(=O)O)OCCc2ccccc21 (stereo not given) returned MITF inh -10.9, TEAD-YAP block -3.3, FBW7 activator -0.1 and GPR151 ag -1.0.
CCCCN(CC)CCNS(=O)(=O)c1cc2c(cc1C)NC(=O)CO2 was read as MITF inh 7.7, TEAD-YAP block -13.1, FBW7 activator 0.5 and GPR151 ag 0.0.
`COc1cccc(N2CCN(C/C=C/c3ccccc3[N+](=O)[O-])CC2)c1` gave MITF inh 26.2, TEAD-YAP block -10.9, FBW7 activator 0.1 and GPR151 ag -1.0.
CC(=O)c1ccc(S(=O)(=O)N(CCO)Cc2cc3c(C)cc(C)cc3[nH]c2=O)cc1 was read as MITF inh -1.6, TEAD-YAP block -1.7, FBW7 activator -0.1 and GPR151 ag 2.0.
Cc1cc(C(=O)N/N=C/C=C/c2ccc(Br)cc2)n[nH]1 was read as MITF inh 0.2, TEAD-YAP block -14.5, FBW7 activator 0.1 and GPR151 ag 1.1.
COc1ccc(N2C(=O)CN(Cc3cc(OC)c(OC)c(OC)c3)C2=S)cc1 was read as MITF inh 14.8, TEAD-YAP block -0.9, FBW7 activator 0.0 and GPR151 ag 0.8.
N#Cc1cc(-c2ccnc(Nc3ccc(-c4ccccn4)cc3)n2)cc(N2CCOCC2)c1 was read as MITF inh 4.7, TEAD-YAP block -6.7, FBW7 activator -0.1 and GPR151 ag 1.0.
For CCOc1cc(/C=C2/C(=O)NC(=O)N(c3ccc(OC)cc3)C2=O)ccc1OCC(=O)O the results were MITF inh 13.1, TEAD-YAP block 2.8, FBW7 activator 0.0 and GPR151 ag 3.9.
Screening Cc1cccc(-n2c(C)cc(/C=C(\C#N)C(=O)O)c2C)c1 returned MITF inh -2.0, TEAD-YAP block -3.6, FBW7 activator 0.3 and GPR151 ag -1.4.
Screening COc1cccc(C2=Nc3cccc4cccc(c34)N2)c1 returned MITF inh 5.7, TEAD-YAP block -5.3, FBW7 activator -0.3 and GPR151 ag 0.5.
For COc1ccc(S(=O)(=O)NCCCNc2ccc([N+](=O)[O-])cc2)cc1OC the results were MITF inh 19.2, TEAD-YAP block 7.5, FBW7 activator 0.2 and GPR151 ag -1.0.
Screening COc1ccc(C2C(C(=O)OC3CCCC3)=C(C)NC3=C2C(=O)CCC3)cc1OCc1ccccc1 (stereo not given) returned MITF inh -2.8, TEAD-YAP block 2.5, FBW7 activator 0.2 and GPR151 ag -0.4.
O=C(NCCc1ccc(O)cc1)c1ccc2nc(Nc3nccc4ccccc34)sc2c1 was read as MITF inh -4.7, TEAD-YAP block -53.7, FBW7 activator 0.0 and GPR151 ag 1.2.
CC1CCCN(C(=O)c2cnn3c(C(F)F)cc(-c4ccccc4)nc23)C1 (stereo not given) was read as MITF inh 1.4, TEAD-YAP block -11.9, FBW7 activator 0.0 and GPR151 ag -1.2.
For CC(=O)Nc1ccc(NC(=O)C(=O)c2ccccc2NC(C)=O)cc1 the results were MITF inh 5.1, TEAD-YAP block -3.2, FBW7 activator 0.2 and GPR151 ag -0.3.
For COc1ccc(C2CC(c3cccs3)=NN2C(=O)CSc2nnc(CNC(=O)c3ccco3)n2-c2cccc(C)c2C)cc1 (stereo not given) the results were MITF inh 17.2, TEAD-YAP block 17.8, FBW7 activator 1.1 and GPR151 ag -1.2.
`CCCCNC(=O)c1sc2ncn(CC(=O)NCCC)c(=O)c2c1C` gave MITF inh 4.1, TEAD-YAP block -13.0, FBW7 activator 0.1 and GPR151 ag -1.0.
`CCc1cc2cc3c(cc2nc1SCC(=O)N1CCCC1)OCO3` gave MITF inh 7.2, TEAD-YAP block -6.1, FBW7 activator 0.1 and GPR151 ag -0.6.
Screening Brc1c(CSc2nc3ccccc3o2)nc2ccccn12 returned MITF inh 6.2, TEAD-YAP block -85.0, FBW7 activator 0.1 and GPR151 ag 0.6.
COc1ccc2cc(/C=C3\N=C(c4ccccc4)OC3=O)c(N3CCOCC3)nc2c1 was read as MITF inh 12.1, TEAD-YAP block -3.1, FBW7 activator 0.2 and GPR151 ag -1.4.
For COc1ccccc1C1CC(c2cccs2)=NN1C(=O)CCC(=O)O (stereo not given) the results were MITF inh -8.5, TEAD-YAP block -4.7, FBW7 activator -0.3 and GPR151 ag 1.3.
Screening CN(C)S(=O)(=O)c1ccc(/C(O)=C(\C#N)c2nc3ccccc3s2)cc1 returned MITF inh -5.8, TEAD-YAP block -73.3, FBW7 activator -0.2 and GPR151 ag -0.8.
For Cc1nc(N2CCCCC2)c2c(C)c(C(=O)N3CCN(Cc4ccccc4)CC3)sc2n1 the results were MITF inh 13.9, TEAD-YAP block 0.4, FBW7 activator -0.2 and GPR151 ag -1.1.
`Cc1c(C(=O)Nc2sc3c(c2C#N)CCC3)cccc1[N+](=O)[O-]` gave MITF inh -1.1, TEAD-YAP block -2.9, FBW7 activator -0.1 and GPR151 ag -1.9.
For CCSCCOC(=O)C1=C(C)NC2=C(C(=O)CC(C)(C)C2)C1c1ccc(OC(C)=O)cc1 (stereo not given) the results were MITF inh -17.6, TEAD-YAP block 3.1, FBW7 activator 0.1 and GPR151 ag 0.3.
For Cc1ccc(-c2csc(Cc3csc(-c4ccc(C)cc4)n3)n2)cc1 the results were MITF inh 6.8, TEAD-YAP block -4.5, FBW7 activator 0.2 and GPR151 ag -1.7.
`O=C(NC1CCCC1)C(c1c(F)cccc1Cl)N(C(=O)c1csnn1)C1CC1` (stereo not given) gave MITF inh 19.3, TEAD-YAP block 6.6, FBW7 activator 0.2 and GPR151 ag 0.0.
`CC(=O)Nc1nnc(S(=O)(=O)N2CCN(c3ccc(Cl)cc3[N+](=O)[O-])CC2)s1` gave MITF inh 11.4, TEAD-YAP block -6.8, FBW7 activator 0.9 and GPR151 ag 1.5.
For O=C(CN1C(=O)C2(OCCO2)c2ccccc21)c1ccc(F)cc1 the results were MITF inh 0.6, TEAD-YAP block -3.0, FBW7 activator -0.1 and GPR151 ag -1.7.
Screening CC(C)=NNC(=O)CCC(=O)Nc1ccc(I)cc1C returned MITF inh 7.7, TEAD-YAP block 7.8, FBW7 activator 0.0 and GPR151 ag -0.1.
For COc1ccc(/C(C)=N/Nc2ccc(S(N)(=O)=O)cc2[N+](=O)[O-])cc1OC the results were MITF inh 11.3, TEAD-YAP block -1.5, FBW7 activator 0.3 and GPR151 ag -0.9.
For COc1ccc(C(=O)NNC(=O)CSc2ncc(C#N)c(N)n2)cc1 the results were MITF inh 3.8, TEAD-YAP block -2.9, FBW7 activator -0.1 and GPR151 ag 0.6.
For CCCC1=NN2C(=N)/C(=C/c3ccc(OC)c(OC)c3OC)C(=O)N=C2S1 the results were MITF inh 19.7, TEAD-YAP block 8.2, FBW7 activator 0.4 and GPR151 ag -1.0.
`Cc1cc(=O)[nH]c(SCC(=O)Nc2c(C)n(C)n(-c3ccccc3)c2=O)c1C#N` gave MITF inh -0.3, TEAD-YAP block 5.0, FBW7 activator 0.0 and GPR151 ag 1.5.
COc1cc(C2Nc3ccccc3NC3=C2C(=O)CC(C)(C)C3)cc(OC)c1O (stereo not given) was read as MITF inh 3.1, TEAD-YAP block -59.4, FBW7 activator -0.1 and GPR151 ag 1.4.
For CCOc1cc(Br)cc(C2Oc3nc(SC)nnc3-c3ccccc3N2C(=O)CC)c1OC(=O)CC (stereo not given) the results were MITF inh 0.7, TEAD-YAP block 3.8, FBW7 activator 0.6 and GPR151 ag -1.8.

Quoted at random: 2 compounds from above, in no set order.
`Cc1cc(=O)[nH]c(SCC(=O)Nc2c(C)n(C)n(-c3ccccc3)c2=O)c1C#N` gave MITF inh -0.3, TEAD-YAP block 5.0, FBW7 activator 0.0 and GPR151 ag 1.5.
For CCOc1cc(Br)cc(C2Oc3nc(SC)nnc3-c3ccccc3N2C(=O)CC)c1OC(=O)CC (stereo not given) the results were MITF inh 0.7, TEAD-YAP block 3.8, FBW7 activator 0.6 and GPR151 ag -1.8.
